12-LOX inh: inhibitors of human 12S-lipoxygenase ALOX12 | P18054 | purified 12hLO, xylenol orange hydroperoxide absorbance | Potency, µM (series often up to 108 µM), for the others: top-dose activity change, negative = inhibition, most hits filed as inhibitors | 580,000 compounds, 1.1% hits; also: potency is read from the fitted curve at half-maximal effect; % is scaled to controls: 0 for no effect and ±100 for the full control effect
Target sequence (P18054 whole entry, looked up): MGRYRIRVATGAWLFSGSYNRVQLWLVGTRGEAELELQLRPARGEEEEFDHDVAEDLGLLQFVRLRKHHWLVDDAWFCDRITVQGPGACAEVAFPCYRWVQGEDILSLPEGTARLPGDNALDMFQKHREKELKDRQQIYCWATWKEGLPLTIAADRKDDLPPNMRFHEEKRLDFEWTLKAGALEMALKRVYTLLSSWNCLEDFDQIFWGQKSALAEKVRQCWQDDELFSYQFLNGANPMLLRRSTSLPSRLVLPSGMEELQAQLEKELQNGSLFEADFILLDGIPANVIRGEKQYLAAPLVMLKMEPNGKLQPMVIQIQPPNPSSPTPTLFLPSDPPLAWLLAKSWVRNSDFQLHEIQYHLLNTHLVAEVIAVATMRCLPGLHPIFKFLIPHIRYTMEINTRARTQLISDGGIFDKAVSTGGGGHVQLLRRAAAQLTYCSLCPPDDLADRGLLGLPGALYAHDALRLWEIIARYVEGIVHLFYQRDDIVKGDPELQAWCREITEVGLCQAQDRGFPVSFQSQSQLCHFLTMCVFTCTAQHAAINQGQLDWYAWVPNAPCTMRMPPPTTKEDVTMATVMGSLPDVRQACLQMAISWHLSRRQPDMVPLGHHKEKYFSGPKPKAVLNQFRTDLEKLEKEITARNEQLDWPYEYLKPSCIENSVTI
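Purified human 12hLO (150 nM final) in 25 mM Hepes, 0.01% Triton X-100, pH 7.0 was preincubated 15 min at room temperature with compound. Then 40 uM arachidonic acid was added, 30 min. Hydroperoxide was read by Fe-XO absorbance ratio 573/405 nm.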
RGS4 inh: inhibitors of human regulator of G protein signaling 4. P49798. Transcreener GDP fluorescence polarization, RGS4-accelerated GTP hydrolysis. Potency, µM (top dose mostly 114 µM), for inactives: at the top dose activity change, negative = inhibition, hits mostly inhibitors. 390,000 compounds, 0.039% hits. AID 504845; also: potency is read from the fitted curve at half-maximal effect; % is scaled to controls: 0 for no effect and ±100 for the full control effect; nearly all actives have a fitted effect of over 75% in size; some results filed as inactive show a strong effect at the top dose
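MLSMR compounds (23 nl, pin-transferred) preincubated 10 min at room temperature with a 500nM (2x) first reagent, then RGS4 at 900nM (2x) plus Transcreener GDP mix added; fluorescence polarization (620/688 nm) read before and after 90 min at 30 °C.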
D2 antag: antagonists of human D2 dopamine receptor | P14416 | HEK293 TREx D2 cells, calcium flux, dopamine EC80 | inhibition, % at 10 µM | 340,000 compounds, 2% hits; in the data active = inhibition above about 30%; also: 0% is about no effect
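Overnight-induced (tetracycline, 30 C) HEK293 T-REx cells carrying force-coupled D2 receive a no-wash calcium dye, then compound, then EC80 dopamine at 180 s; signals are read kinetically throughout.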
ERG-DNA inh: ERG Ets/DNA interaction inhibition. fluorescence polarization, His-ERG Ets domain / labelled DNA. P11308. AID 624246. Potency, µM (highest dose often 76.9 µM), inactives show at the top dose FP activity, negative = inhibition, usual class: inhibitors. 370,000 compounds, 0.028% hits; active = well fitted inhibition curve with a large enough effect in the polarisation, with a control signal flat; inconclusive = small, poorly fitted or top-dose-only effect, or effect the other way, or a change in a side signal; inactive = no such curve, though single readings can be large or run the other way; the % refers to the polarisation;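 also: polarization taken with two DNA probes labelled with fluorescein and Texas red; potency is read from the fitted curve at half-maximal effect; % of control where 0% means no effect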
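His-tagged ERG Ets domain (1 uM in the protein solution; 300mM KCl, 50mM Tris-HCl, 1mM EDTA, 1mM DTT, pH 7.5) received compound, then a probe mix of 5 nM fluorescein-DNA and 100nM Texas-615-DNA. Fluorescence polarization was read for both dyes.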
D2 ag: activates the human D2 dopamine receptor; HEK293 T-REx D2 cells, calcium flux agonist mode; activation, % at 2 µM; 340,000 compounds, 0.53% hits; AID 485358;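 active = activation over 3 SD above normal in the single-dose calcium agonist read, cut at about 30% in these data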; also: 0% is about no effect
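Tetracycline-induced HEK293 Trex cells with D2 receptor force-coupled to calcium signaling, plated overnight at 30 C and loaded with no-wash calcium dye. Calcium flux read kinetically for 180 s after compound addition; responses flag agonists.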
LDHA block: blocks human lactate dehydrogenase A. purified LDHA, NADH/diaphorase-resazurin fluorescence; stronger effect = lower value. activity change, % (values are at about 110 or 230 µM). 480,000 compounds, 0.15% hits; in the data active = activity change below about -30%; inconclusive = mostly about -25% to -30%;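 also: plate controls were DMSO wells for no effect and wells without enzyme for full effect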
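Human LDH5 (2 nM) was incubated with 0.06 mM NADH and 0.2 mM pyruvate for 5 min at room temperature in Tris pH 7.4. Remaining NADH was coupled through diaphorase/resazurin, and resorufin fluorescence was read at 0 and 20 min.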
Glioma ERSR ind: induces the endoplasmic reticulum stress response in human glioma cells; U87-MG GRP78 promoter luciferase reporter, 16 h; Potency, µM, without a hit: at the top dose activation, usual class: activators; 420,000 compounds, 0.02% hits; AID 602332; also: potency is read from the fitted curve at half-maximal effect; series mostly up to about 76 µM; % of control where 0% means no effect; nearly all actives have a fitted effect of over 35% in size
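Stably transfected U87-MG glioma cells carrying a GRP78-based luciferase sensor; 16 h compound incubation. Luminescence end-point read 10 min after Bright-Glo addition at room temperature.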
Vif-APOBEC3F blk: inhibitors of Vif-A3F interaction; Potency, µM (highest dose often 46.1 µM), without a hit: top-dose activity, negative = active; 390,000 compounds, 0.2% hits; AID 602313; HeLa A3F-eYFP + Vif (tagged APOBEC3F with the HIV-1 protein that degrades it), YFP fluorescence increase; also: potency is read from the fitted curve at half-maximal effect; % of control where 0% means no effect; nearly all actives have a fitted effect of over 65% in size
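HeLa cells stably expressing Vif plus C-terminally eYFP-tagged A3F were seeded, incubated overnight at 37 deg C, dosed with compound, incubated overnight again at 37 deg C. Yellow fluorescence (Ex 488/Em 500-530) reported blocked Vif-mediated A3F-eYFP degradation.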
Vif-A3G inh: inhibitors of Vif-APOBEC3G interaction; HeLa A3G-eYFP + Vif (tagged APOBEC3G with the HIV-1 protein that degrades it), YFP fluorescence, overnight; Potency, µM (series often up to 46.1 µM), for inactives: top-dose activity, negative = active, most hits filed as inhibitors; 410,000 compounds, 0.076% hits; AID 602310;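 also: potency is read from the fitted curve at half-maximal effect; % is scaled to controls: 0 for no effect and ±100 for the full control effect; nearly all actives have a fitted effect of over 60% in size; hits raise eYFP signal because A3G escapes Vif-driven loss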
Target sequence (Q9HC16 whole entry, looked up): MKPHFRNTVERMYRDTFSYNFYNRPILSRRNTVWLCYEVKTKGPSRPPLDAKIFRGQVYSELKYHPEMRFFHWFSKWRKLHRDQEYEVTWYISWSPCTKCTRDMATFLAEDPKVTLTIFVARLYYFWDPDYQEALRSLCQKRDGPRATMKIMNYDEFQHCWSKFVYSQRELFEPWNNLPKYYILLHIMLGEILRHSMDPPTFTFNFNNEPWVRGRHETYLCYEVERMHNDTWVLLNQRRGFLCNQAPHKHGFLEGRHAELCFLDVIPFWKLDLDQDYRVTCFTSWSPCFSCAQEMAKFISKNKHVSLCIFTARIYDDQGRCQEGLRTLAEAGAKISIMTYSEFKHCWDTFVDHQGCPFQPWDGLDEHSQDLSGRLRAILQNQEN
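Read-out is eYFP fluorescence (Ex 488/Em 500-530) from Vif-expressing HeLa A3G-eYFP cells; more signal means A3G escaped Vif-mediated degradation. Cells plated overnight, compound pinned in, incubated overnight at 37 deg C.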
Numbers without * were called inactive; u = inconclusive; x = no result given; & = joins results of further samples; [ ] = another dose, or the depositor's remark. Unless noted, calls follow the shape of the dose curve; as a rule, active = well fitted curve in the direction sought with a large enough effect; inconclusive = small, poorly fitted or top-dose-only effect, or another doubt; inactive = no such curve, though single readings can be large; an effect the other way counts as inactive or inconclusive. A portion of the library; count on the stated rates, not on these rows.

SMILES | 12-LOX inh | RGS4 inh | D2 antag | ERG-DNA inh | D2 ag | LDHA block | Glioma ERSR ind | Vif-APOBEC3F blk | Vif-A3G inh
Cc1ccc(S(=O)(=O)N2CCN(C(=O)CN3CCc4ccccc4C3)CC2)cc1 | u | 5% | 3 | -6% | 15 | -25 | 2% | -16% | 0%
Cc1c(Cl)cccc1NC(=O)CSc1nncn1-c1ccccn1 | -4% | 6% | 8 | 6% | -0.5 | -11 | 1% | u | 1%
CC(=O)C1=C(C)NC(SCSc2ccccc2)=C(C#N)C1c1cccnc1 (stereo not given) | x | -51% | x | 0% | x | -4 | 0% | -1% | 0%
Cc1cccc(N=NC(=S)NNc2cccc(C)c2)c1 | u | -19% | x | 1% | x | -3 | 5% | 4% | -6%
CC(C)(C)c1nn(-c2ccccc2)c2nc(Cl)c(C=O)cc12 | x | -32% | 32* | 2% | -1.2 | 2 | -4% | 1% | 0%
COc1ccc(-c2csc(=NCCO)n2-c2ccccc2)cc1 | u | -27% | 3 | -4% | 0.3 | -5 | 10% | -1% | 0%
CCOc1ccccc1-c1c2cc(O)c(=O)cc-2oc2cc(O)c(O)cc12 | x | u | -11 | u | 19 | -10 | -7% | u | 6%
Cc1ccc(C(OCC(C)(C)C[N+](C)(C)C)c2ccccc2)cc1 (stereo not given) | 45µM* | -11% | -20 | 5% | -0.8 | 11&-21 | -1% | -1% | 9%
CCCn1nnc(NC(=S)NC(=O)c2ccc(-c3ccc(Br)cc3)o2)n1 | -7% | -28% | 9 | 3% | -0.7 | -6 | -4% | u | -2%
O=C(CSc1nc2ccccc2n1CC(=O)N1CCCC1)NCc1ccc2c(c1)OCO2 | 3% | 5% | -16 | x | 0.1 | 1 | -4% | -11% | 0%
COC(=O)c1ccc(OC(=O)c2cnccn2)cc1 | u | -3% | 8 | 3% | -0.2 | -9 | -3% | -3% | 1%
COc1ccc(NC(=O)N(C)C[C@H]2Oc3ccc(NS(=O)(=O)c4cccs4)cc3C(=O)N([C@@H](C)CO)C[C@@H]2C)cc1 | u | -3% | x | -8% | x | 0 | 0% | 8% | -7%
Cc1ccc(OCC(=O)N/N=C/c2ccccc2)c([N+](=O)[O-])c1 | -7% | 15% | 5 | 5% | -0.5 | -12 | 0% | 1% | 2%
CS(=O)(=O)N(CC(=O)N1CCN(Cc2ccccc2)CC1)Cc1ccccc1 | 5% | 14% | -4 | x | 0.5 | 3 | -4% | -4% | 2%
C/C(=N\N1C(=O)c2ccccc2C1=O)c1cccc([N+](=O)[O-])c1 | -15% | 18% | -1 | 7% | 0.0 | -3 | -1% | -7% | 1%
Fc1ccc(N/N=C/C=C/c2ccccc2)c(F)c1 | 40µM* | 1% | 10 | -11% | 0.3 | -9 | -2% | 6% | 2%
COC(=O)N/N=C/c1ccc(OC(=O)c2ccco2)c(OC)c1 | 0% | 14% | x | 1% | x | -10 | -4% | 0% | 1%
Cc1cc(NC(=O)c2cnn(-c3ccccc3)c2-n2cccc2)ccc1Br | -16% | -25% | x | 0% | -1.1 | 8 | -3% | 3% | 2%
O=C(c1cn(Cc2ccccc2)nc1-c1cccnc1)N1CCN(Cc2c(F)cccc2Cl)CC1 | 0% | 3% | -26 | -20% | -0.3 | 1 | -4% | -3% | -1%
O=C(/C=C/c1cccs1)NNC(=O)c1ccccc1 | 185%[activator] | -25% | 0 | 11% | -0.3 | 0 | 7% | 1% | -2%

The last five records of the section before come first, to join the parts:
SMILES | 12-LOX inh | RGS4 inh | D2 antag | ERG-DNA inh | D2 ag | LDHA block | Glioma ERSR ind | Vif-APOBEC3F blk | Vif-A3G inh
Fc1ccc(N/N=C/C=C/c2ccccc2)c(F)c1 | 40µM* | 1% | 10 | -11% | 0.3 | -9 | -2% | 6% | 2%
COC(=O)N/N=C/c1ccc(OC(=O)c2ccco2)c(OC)c1 | 0% | 14% | x | 1% | x | -10 | -4% | 0% | 1%
Cc1cc(NC(=O)c2cnn(-c3ccccc3)c2-n2cccc2)ccc1Br | -16% | -25% | x | 0% | -1.1 | 8 | -3% | 3% | 2%
O=C(c1cn(Cc2ccccc2)nc1-c1cccnc1)N1CCN(Cc2c(F)cccc2Cl)CC1 | 0% | 3% | -26 | -20% | -0.3 | 1 | -4% | -3% | -1%
O=C(/C=C/c1cccs1)NNC(=O)c1ccccc1 | 185%[activator] | -25% | 0 | 11% | -0.3 | 0 | 7% | 1% | -2%
CC(C)OC(=O)CC(=O)CSc1nc2c(cc1C#N)CCC2 | 0% | 10% | -13 | -4% | -0.7 | -1 | 9% | 5% | 0%
CCOC(=O)NN=C1c2ccccc2-c2ccccc21 | 2% | -17% | 16 | 6% | 0.1 | -2 | -8% | -3% | -4%
O=C(CN1CCN(c2ccccn2)CC1)N1CC(O)CO1 (stereo not given) | -12% | 2% | 12 | -14% | 29 | -4 | -2% | -2% | 2%
O=C(Nc1ccc(NS(=O)(=O)c2ccccc2)cc1)c1cccnc1 | 1% | -3% | -3 | -3% | 0.4 | -4 | -3% | -14% | 7%
CC(C)OCCCn1c(=O)c2ccccc2n2c(-c3cc(Cl)ccc3O)nnc12 | -10% | -16% | x | 2% | 5.7 | 2 | 0% | 0% | -2%
COc1cccc(CN2CCN(CC#Cc3ccccc3)CC2CCO)c1 (stereo not given) | 2% | 19% | -14 | 24% | 0.9 | 0 | 2% | -3% | 2%
Cc1ccccc1C(=O)Nc1ccnn1C1CCN(Cc2ccncc2)CC1 | 1% | -4% | 31* | 10% | 0.6 | -1 | -4% | -13% | -6%
CCCCCOC(=O)C1=C(C)Nc2nnnn2C1c1ccc(OC)c(OC)c1OC (stereo not given) | 26% | -8% | 10 | -22% | 0.4 | 6 | -2% | -16% | 1%
CCN1CC(CN(C)Cc2nc(-c3ccc(C(F)(F)F)cc3)no2)CC1=O (stereo not given) | 6% | 19% | -17 | 12% | 0.7 | -9 | -5% | 1% | 0%
COc1ccc(-c2cc(C(F)(F)F)nc(SCC(=O)Nc3sc4c(c3C#N)CCC4)n2)cc1 | u | -36% | -6 | -1% | -0.1 | -11 | -5% | -3% | 0%
Clc1ccc(-n2ncc3c(NC4CCCC4)ncnc32)cc1 | u | 4% | x | -1% | x | 7&-1 | -3% | 2% | -5%
CCOc1ccc(C(=O)NCCn2cc(SCC(=O)Nc3ccccc3)c3ccccc32)cc1 | u | 15% | x | 0% | 2.1 | -9 | 2% | 0% | 0%
C=CCC(CC=C)(CNC(=O)C(=O)Nc1cccc(C(F)(F)F)c1)c1ccccc1 | -14% | 11% | x | -2% | 6.1 | -1 | -1% | -7% | -3%
CC(=O)Nc1ccc(S(=O)(=O)NC2(C(F)(F)F)NC(=O)N(C3CCCC3)C2=O)cc1 (stereo not given) | -3% | -4% | 1 | 20% | -2.3 | -7 | 5% | -14% | 0%
CS(=O)(=O)Nc1cccc(C2=NN(C(=O)c3ccc(F)cc3)C(c3cccs3)C2)c1 (stereo not given) | -6% | 6% | 10 | 10% | -1.1 | -1 | -6% | -11% | -20%
S=C(Nc1ccccn1)NC1CCCC1 | 45µM* | -24% | -8 | 7% | -0.2 | -1 | -3% | -13% | 0%
CN(C(=O)CSc1nc(-c2ccccc2)cn1N)C(c1ccccc1)c1ccccc1 | -24% | u | -11 | 6% | -0.5 | 3 | 2% | -1% | 1%
COc1ccccc1OCCNC(=O)C(c1ccccc1)c1ccccc1 | -9% | -3% | -13 | 4% | -1.0 | -3 | -1% | -18% | 1%
COc1cc(C(O)P(=O)(OCCC(C)C)c2ccc(N(C)C)cc2)cc(OC)c1OC (stereo not given) | 260%[activator] | -2% | -21 | -3% | 0.3 | -10 | -2% | -12% | 0%
COc1ccc(/C=C/C(=O)c2cc(F)ccc2OC(=O)c2ccccc2)cc1OC | 13% | -38% | x | 14% | x | -3 | -3% | 0% | u
O=c1oc(CCO)cc2ccc(-c3ccc4[nH]ccc4c3)cc12 | -3% | -9% | 7 | 14% | 0.4 | 2 | 1% | -7% | 2%
COC(=O)/C(=C\Nc1ccc(Cl)cc1Cl)NC(=O)c1ccc(OC)cc1 | -14% | -32% | -6 | 15% | 0.6 | -2 | -7% | -9% | u
CCOC(=O)CNC(=S)N(Cc1ccccc1F)C1CCCCC1 | -2% | -7% | -8 | 7% | -0.7 | 1 | -1% | -6% | -6%
Cc1ccc(NC(=O)CNc2cccc(S(=O)(=O)N3CCCCC3)c2)cc1F | -28% | 13% | -1 | 7% | 1.1 | -3 | 0% | 2% | 0%
O=c1c2oc3ccccc3c2ncn1Cc1ccccc1F | -26% | -20% | 16 | -5% | 0.9 | -3 | 1% | 0% | -1%
Cc1ccc(S(=O)(=O)N2CCCN(S(=O)(=O)c3ccc4ccccc4c3)CC2)cc1 | -6% | -10% | 20 | x | 1.4 | -6 | -2% | 1% | 1%
CCC/C=N/NC(=O)c1ccc(F)cc1 | -1% | -24% | 6 | -4% | -2.0 | -2 | -4% | 4% | 1%
